# MBD2 DNA inh = inhibitors of human MBD2 binding to methylated oligonucleotide; hit rate 0.31% among 370,000; TR-FRET; inhibition, % at 4.4 µM; Q9UBB5; in the data active means inhibition above about 13%
# Target sequence (Q9UBB5 whole entry, looked up): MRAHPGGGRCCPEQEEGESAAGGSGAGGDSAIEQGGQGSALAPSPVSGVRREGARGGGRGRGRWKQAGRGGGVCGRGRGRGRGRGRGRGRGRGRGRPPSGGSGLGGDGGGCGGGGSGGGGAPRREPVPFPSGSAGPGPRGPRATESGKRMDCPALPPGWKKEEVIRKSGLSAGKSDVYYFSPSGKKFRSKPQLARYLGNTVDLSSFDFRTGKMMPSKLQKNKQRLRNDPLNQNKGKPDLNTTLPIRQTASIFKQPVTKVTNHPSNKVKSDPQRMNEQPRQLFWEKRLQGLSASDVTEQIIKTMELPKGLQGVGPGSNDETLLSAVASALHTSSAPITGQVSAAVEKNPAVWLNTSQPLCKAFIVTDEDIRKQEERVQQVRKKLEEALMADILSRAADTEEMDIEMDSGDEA
# TDP2 inh = TDP2 (human) inhibition, absorbance primary screen | O95551 | recombinant TDP2, T5PNP hydrolysis, p-nitrophenol absorbance 415 nm | inhibition, % at 12.8 µM | hit rate 0.34% among 370,000 | AID 720702;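 active means inhibition above the mean of all tested compounds plus 3 SD, set per campaign, cut at about 25% in these data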;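 further: 0% = DMSO with enzyme and 100% = buffer with substrate but no TDP2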
#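 System – recombinant human TDP2 · Amount – 120 nM TDP2 per well · Buffer or medium – Mg2+-containing Tris-HCl buffer, pH 7.5 · Reagent – T5PNP substrate, 5 mM · Dosing – 12.8 µM single point, 1% DMSO · Incubation – 2 h at 37 °C · Measured by – epi absorbance · Read-out basis – percent inhibition · Benchmarks – high control without enzyme, low control DMSO plus TDP2 · Repeats – singlicate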
# PRMT1 inh = blocks human protein arginine methyltransferase 1. recombinant PRMT1, activity-based probe fluorescence polarization. inhibition, % at 2.79 µM. hit rate 1.3% among 370,000. Q99873;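 active means inhibition above about 21% made by adding two undisclosed values, limit read from the data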
# LEDGF integ inh = blocks HIV-1 LEDGF/p75-dependent DNA integration; TR-FRET IN-LEDGF/p75 DNA integration, Eu/Cy5; inhibition, % at 3.7 µM; hit rate 0.64% among 370,000; AID 743269;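 active means inhibition above the screen-wide mean plus 3 SD, cut at about 13% in these data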;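 further: signal is the Cy5 over europium emission ratio at 671 and 618 nm; 0% = plate median of compound wells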
# KLK7 zymogen act = proKLK7 (human) activation, primary screen; P49862; purified proKLK7, EDANS-DABCYL substrate fluorescence; 100% is mature enzyme control, 0% vehicle; activation, % at 7 µM; hit rate 0.9% among 370,000; AID 652039;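 active means activation above the mean of all tested compounds plus 3 SD, computed per campaign excluding outliers beyond control limits, cut at about 13% in these data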
# Target sequence (P49862 whole entry, looked up): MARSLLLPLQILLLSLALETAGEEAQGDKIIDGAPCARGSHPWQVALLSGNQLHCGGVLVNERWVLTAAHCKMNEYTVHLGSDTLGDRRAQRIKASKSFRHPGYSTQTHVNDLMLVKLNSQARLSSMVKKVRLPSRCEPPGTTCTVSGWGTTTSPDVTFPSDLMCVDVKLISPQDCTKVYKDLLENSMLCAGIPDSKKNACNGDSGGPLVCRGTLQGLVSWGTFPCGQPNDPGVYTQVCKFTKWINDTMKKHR
# DDE Tn6 FP inh = disrupts Tn6 cyclic peptide binding to fibrin D-Dimer-E complex; inhibition, % at 8.3 µM; hit rate 0.21% among 370,000; P02675; Fibrin DD(E) TRITC-Tn6 fluorescence polarization displacement;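 active means inhibition above a per-campaign cutoff: mean of compounds within control limits plus 3 SD, cut at about 15% in these data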;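 further: 0% = median of all compound wells on the plate and 100% = blocking peptide control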
# SIAE inh = blocks human sialic acid acetylesterase. Q9HAT2. SIAE FP-Rh probe binding, fluorescence polarization. inhibition, % at 9.66 µM. hit rate 0.69% among 370,000. AID 1053197;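 active means inhibition above a cutoff: mean of compounds within the control limits plus 3 SD of those, cut at about 17% in these data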;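 further: 0% = plate median of compound wells and 100% = probe without SIAE protein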
# TCR CD3 inh = inhibitors of human TCR-CD3 interaction. AID 651800. hit rate 0.37% among 360,000. TAMRA-labeled TCR probe fluorescence, biochemical. inhibition, % at 9.4 µM; in the data active means inhibition above about 19%;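 further: recombinant mutant TCR 2C K166C tagged with TAMRA read by polarization; 0% = receptor in buffer alone and 100% = receptor with positive control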
# UHRF1 MBD2 ctr = UHRF1 methyl-DNA binding inhibition; hit rate 0.75% among 370,000; inhibition, % at 4.4 µM; UHRF1 binding to methylated oligo, TR-FRET; Q96T88; in the data active means inhibition above about 21%;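 further: UHRF1 SRA domain binding a hemimethylated CpG hairpin DNA probe; 0% = median of test compound wells and 100% = reference inhibitor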
# Tn7 DDE FP = disrupts Tn7 cyclic peptide binding to fibrin D-Dimer-E complex. P02675. FP displacement of FITC-Tn7 peptide from fibrin DD(E); 0% = median of compound wells per plate. inhibition, % at 8.3 µM. hit rate 0.13% among 370,000;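 active means inhibition above the mean of compounds falling within the control limits plus 3 SD of them, cut at about 14% in these data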;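 further: 0% = plate median of compound wells and 100% = 10 µM Aha-Tn7 peptide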
#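 Assay system: human fibrin DD(E) protein / Input: 2 µM fibrin DD(E) / Benchmarks: high control of 10 µM Aha-Tn7 peptide / Measured by: fluorescence polarization of the labelled Tn7 tracer / Medium: Tris buffer with calcium and detergent, pH 7.8 / Timing: 10 min compound pre-incubation, 3 h probe incubation at room temperature / Repeats: one replicate per compound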
# Numbers without * were called inactive. This is a subset, so the mix of outcomes need not match the whole.
# Codes – A = MBD2 DNA inh; B = TDP2 inh; C = PRMT1 inh; D = LEDGF integ inh; E = KLK7 zymogen act; F = DDE Tn6 FP inh; G = SIAE inh; H = TCR CD3 inh; I = UHRF1 MBD2 ctr; J = Tn7 DDE FP
Structure: Cc1cc(OC(=O)N(C)C)nc(-c2ccc(C)c(Cl)c2)n1
  A: 3 | B: -6 | C: 2 | D: -2 | E: 0.0 | F: -5 | G: -3 | H: -3 | I: 1 | J: 2

Structure: FC(F)(F)c1ccc(-c2ccc3c(c2)CNCc2cnnn2-3)cc1
  A: 1 | B: 3 | C: 3 | D: -5 | E: -0.2 | F: 6 | G: 3 | H: 1 | I: 2 | J: 3

Structure: O=c1oc2ccccc2c(O)c1C(c1ccc([N+](=O)[O-])cc1)c1c(O)c2ccccc2oc1=O
  A: 1 | B: 15 | C: 5 | D: -2 | E: -0.1 | F: -4 | G: -70 | H: 5 | I: 1 | J: 2

Structure: CN1C2C=C(N(C(=O)c3ccc(Cl)cc3)c3ccccc3)CC1CC2 (centres undefined)
  A: 4 | B: 6 | C: 3 | D: 7 | E: -1.1 | F: -3 | G: 4 | H: 3 | I: -2 | J: -4

Structure: COc1ccc(-c2cc(=O)c3c(OC)c(OC)c(OC)cc3o2)cc1
  A: -5 | B: -2 | C: -6 | D: 2 | E: 0.6 | F: 7 | G: -1 | H: 1 | I: -3 | J: -1

Structure: Cc1ccc2cc(C=C(C#N)C#N)c(Cl)nc2c1
  A: -17 | B: 18 | C: 52* | D: 0 | E: 12 | F: 2 | G: 8 | H: -2 | I: -16 | J: 15*

Structure: Cc1ccccc1N1C(=O)CC(=O)N(c2ccccc2C)C1=O
  A: -1 | B: -7 | C: -1 | D: 3 | E: -0.7 | F: 6 | G: 1 | H: -2 | I: 0 | J: -5

Structure: CCN(CC)S(=O)(=O)c1ccc(NN=C(C#N)C#N)cc1
  A: 1 | B: -7 | C: 2 | D: 3 | E: 0.2 | F: -3 | G: 3 | H: -4 | I: 2 | J: -8

Structure: O=C(NCC(c1cccnc1)N1CCN(c2ccccc2)CC1)Oc1ccccc1 (centres undefined)
  A: 3 | B: 6 | C: 0 | D: -2 | E: -0.2 | F: 4 | G: 3 | H: -1 | I: -3 | J: 5

Structure: O=C1NC(=O)C(=Cc2ccccc2Oc2ccc(F)cc2)C(=O)N1
  A: -5 | B: -12 | C: 20 | D: 5 | E: -0.3 | F: -6 | G: -2 | H: 1 | I: -4 | J: -6

Structure: Cc1cccc(-n2c(/C=C/c3ccccn3)nc3ccccc3c2=O)c1
  A: -6 | B: -17 | C: 2 | D: -1 | E: -0.2 | F: 1 | G: -5 | H: 11 | I: 1 | J: -3

Structure: CC(CN1CCOCC1)C(C#N)(c1ccccc1)c1ccccc1 (centres undefined)
  A: 1 | B: 0 | C: -1 | D: 2 | E: -0.9 | F: 4 | G: -4 | H: -2 | I: 0 | J: 0

Structure: CCOC(=O)C1C(=O)N(C)C2(C)CC1c1cc(OC)ccc1O2 (centres undefined)
  A: 2 | B: -6 | C: -1 | D: 0 | E: -0.5 | F: -3 | G: -2 | H: 2 | I: 3 | J: -3

Structure: CN1CCC2(O)OCCCC2C1 (centres undefined)
  A: -1 | B: 4 | C: -5 | D: 1 | E: -0.3 | F: 1 | G: 10 | H: 0 | I: 1 | J: 3

Structure: CCn1c(O)c(C=NCc2cccs2)c(=O)[nH]c1=O
  A: -2 | B: -4 | C: -1 | D: 5 | E: -0.7 | F: -6 | G: -2 | H: 2 | I: 1 | J: 0

# Next section; it opens with the six that closed the last part.
# Codes – A = MBD2 DNA inh; B = TDP2 inh; C = PRMT1 inh; D = LEDGF integ inh; E = KLK7 zymogen act; F = DDE Tn6 FP inh; G = SIAE inh; H = TCR CD3 inh; I = UHRF1 MBD2 ctr; J = Tn7 DDE FP
Structure: O=C1NC(=O)C(=Cc2ccccc2Oc2ccc(F)cc2)C(=O)N1
  A: -5 | B: -12 | C: 20 | D: 5 | E: -0.3 | F: -6 | G: -2 | H: 1 | I: -4 | J: -6

Structure: Cc1cccc(-n2c(/C=C/c3ccccn3)nc3ccccc3c2=O)c1
  A: -6 | B: -17 | C: 2 | D: -1 | E: -0.2 | F: 1 | G: -5 | H: 11 | I: 1 | J: -3

Structure: CC(CN1CCOCC1)C(C#N)(c1ccccc1)c1ccccc1 (centres undefined)
  A: 1 | B: 0 | C: -1 | D: 2 | E: -0.9 | F: 4 | G: -4 | H: -2 | I: 0 | J: 0

Structure: CCOC(=O)C1C(=O)N(C)C2(C)CC1c1cc(OC)ccc1O2 (centres undefined)
  A: 2 | B: -6 | C: -1 | D: 0 | E: -0.5 | F: -3 | G: -2 | H: 2 | I: 3 | J: -3

Structure: CN1CCC2(O)OCCCC2C1 (centres undefined)
  A: -1 | B: 4 | C: -5 | D: 1 | E: -0.3 | F: 1 | G: 10 | H: 0 | I: 1 | J: 3

Structure: CCn1c(O)c(C=NCc2cccs2)c(=O)[nH]c1=O
  A: -2 | B: -4 | C: -1 | D: 5 | E: -0.7 | F: -6 | G: -2 | H: 2 | I: 1 | J: 0

Structure: O=C(/C=C/C=C/c1ccccc1)CC1(O)C(=O)Nc2ccccc21 (centres undefined)
  A: 5 | B: 7 | C: 2 | D: -1 | E: 0.0 | F: 1 | G: -6 | H: 1 | I: -3 | J: -4

Structure: Brc1ccc2[nH]cc(C=NN3CCCCCC3)c2c1
  A: 4 | B: 2 | C: -1 | D: 0 | E: 0.4 | F: -7 | G: 0 | H: -7 | I: -2 | J: 6

Structure: Cc1ccc(S(=O)(=O)NCCC(=O)Nc2ccc(Cl)cc2C(=O)c2ccccc2)cc1
  A: -2 | B: 1 | C: 1 | D: 28* | E: 0.8 | F: -6 | G: -7 | H: 10 | I: 0 | J: -9

Structure: Cc1cccc(CCNCc2cc3ccc(C)cc3[nH]c2=O)c1
  A: 0 | B: -1 | C: 5 | D: -4 | E: 5.2 | F: 6 | G: 4 | H: -1 | I: 0 | J: 0

Structure: Fc1ccc2c(c1)nnn2C1CCN(Cc2c(Cl)cccc2Cl)CC1
  A: -1 | B: -1 | C: 0 | D: 0 | E: -0.1 | F: 8 | G: -2 | H: 0 | I: 0 | J: 6

Structure: COc1ccccc1CN1CCN(C(=O)COc2ccc3ccccc3c2)CC1
  A: 3 | B: 25* | C: 0 | D: 1 | E: 0.2 | F: -5 | G: -3 | H: 2 | I: -2 | J: 2

Structure: CCOCC1(CCc2ccccc2)C(=O)NC(=S)NC1=O
  A: -2 | B: -2 | C: 3 | D: -7 | E: -0.4 | F: -2 | G: 0 | H: -6 | I: 3 | J: 1

Structure: CC12CCC3c4ccc(OP(=O)(N5CC5)N5CC5)cc4CCC3C1CCC2=O (centres undefined)
  A: -1 | B: 0 | C: 0 | D: 3 | E: 0.8 | F: 1 | G: 1 | H: -3 | I: -2 | J: 3

Structure: O=C(NCCN1CCC2(CC1)C(=O)NCN2c1ccccc1)c1cccs1
  A: -2 | B: 8 | C: -2 | D: 3 | E: 0.1 | F: -6 | G: -1 | H: 4 | I: -1 | J: -2

# Filtered by structure: those above with a thiophene ring, fused or not
# Codes – A = MBD2 DNA inh; B = TDP2 inh; C = PRMT1 inh; D = LEDGF integ inh; E = KLK7 zymogen act; F = DDE Tn6 FP inh; G = SIAE inh; H = TCR CD3 inh; I = UHRF1 MBD2 ctr; J = Tn7 DDE FP
Structure: CCn1c(O)c(C=NCc2cccs2)c(=O)[nH]c1=O
  A: -2 | B: -4 | C: -1 | D: 5 | E: -0.7 | F: -6 | G: -2 | H: 2 | I: 1 | J: 0

Structure: O=C(NCCN1CCC2(CC1)C(=O)NCN2c1ccccc1)c1cccs1
  A: -2 | B: 8 | C: -2 | D: 3 | E: 0.1 | F: -6 | G: -1 | H: 4 | I: -1 | J: -2

# Screening data (PubChem)
